All columns: NCI-60 one-dose screen, growth in % after 48 h at 10 µM unless noted; 100 = growth as untreated, 0 = no growth, -100 = all killed.
SF-295: SF-295 CNS cancer cells; AID 1794758; 79,000 compounds, 5.6% hits
CAKI-1: CAKI-1 renal cancer. 75,000 compounds, 4.7% hits. AID 1794772
SNB-75: SNB-75 CNS cancer; 79,000 compounds, 5% hits; AID 1794750
A498: A498 renal cancer cells; 76,000 compounds, 5.4% hits; AID 1794774
SNB-19: SNB-19 CNS cancer cells | 81,000 compounds, 2.5% hits | AID 1794751
U251: U251 CNS tumor cells; 80,000 compounds, 5.4% hits; AID 1794753
SF-268: SF-268 CNS cancer cells; 82,000 compounds, 3.1% hits; AID 1794759
SF-539: SF-539 CNS cancer. 81,000 compounds, 6.8% hits
NCI-H23: NCI-H23 lung cancer. 80,000 compounds, 4% hits
The depositor's hits bear a star; · = no result given; & = joins results of further samples; [ ] = remark or other dose. How the source made its calls: active means growth percent below 10; inactive means the rest.

SMILES	SF-295	CAKI-1	SNB-75	A498	SNB-19	U251	SF-268	SF-539	NCI-H23
Nc1cccc(=O)[nH]1	114	109	130	108	·	116	127	104	94
Cc1nc(C(N)=O)nc2ccccc12	122	·	105	103	110	109	114	105	111
Cc1ncoc1C(=O)O	·	97	88	112	103	107	110	107	103
C#Cc1cccc(Oc2ccccc2NC(=O)C=C)c1	104[8.25 µM]	94[8.25 µM]	78[8.25 µM]	60[8.25 µM]	89[8.25 µM]	87[8.25 µM]	96[8.25 µM]	93[8.25 µM]	92[8.25 µM]
COC(=O)c1ccccc1OC(=O)c1ccccc1	·	104	92	88	111	96	110	113	96
Cn1c(I)c(C#C[Si](C)(C)C)c(=O)[nH]c1=O	96	-79*	75	130	100	52	-8.4*	97	18
COc1cccc(C2CC(=O)Nc3c2c(C)nn3-c2nc3ccccc3[nH]2)c1OC (stereo not given)	7.6*	81	75	-5.3*	87	64	76	100	51
C=C(C)[C@@H]1CC[C@]2(C(=O)O)CC[C@]3(C)[C@H](CC[C@@H]4[C@@]5(C)C[C@@H](CC#Cc6ccc(C(F)(F)F)cc6)[C@H](O)C(C)(C)[C@@H]5CC[C@]43C)[C@@H]12	-22*	50	·	-36*	31	-4.3*	13	-60*	2.5*
O=C(NCc1cn(Cc2cccc(Oc3ccccc3)c2)nn1)c1cccnc1Nc1ccc(F)cc1	51	54	·	27	73	55	68	63	69
OC1CCCN(Cc2ccccc2)C1 (stereo not given)	114	105	113	96	92	120	102	109	103
O=c1c(OCc2ccccc2)cccn1Cc1ccccc1	·	97	75	91	100	101	104	101	101
COc1ccccc1C(C#N)N1CCCN(C(C#N)c2ccccc2OC)C1c1cc(Cl)cc(Cl)c1O (stereo not given)	111	106	68	108	98	95	103	97	112
O=C(/C=C/c1cn(-c2ccccc2)nc1-c1ccc(Br)cc1)NNC(=O)Nc1ccc(F)cc1	99	79	78	79	98	102	105	98	99
CCc1c(Cl)nc(N)nc1Nc1ccc(Br)cc1	86	·	114	72	101	99	99	91	85
COc1cc(C(=O)NNC(=O)c2cc(OC)c(OC)c(OC)c2)ccc1O	89	·	89	89	89	74	100	102	88
Nc1ccc(Oc2ccccc2)c(Cl)c1	92	100	·	58	102	84	93	92	108
CC(C)NCC(C)(C)NC(Cc1ccccc1)c1ccccc1 (stereo not given)	104	96	100	97	96	92	98	103	93
CCN1CCN(C(=O)[C@]23CCC(C)(C)C[C@@H]2C2=CC[C@@H]4[C@@]5(C)C/C(=C/c6ccncc6)C(=O)C(C)(C)[C@@H]5CC[C@@]4(C)[C@]2(C)CC3)CC1	-56*	23	25	-23*	-16*	-77*	15	-96*	-7.1*
C=CCOC(=O)C1=CNC2=C(C(O)CC(c3ccccc3)C2)C1c1ccc(O)cc1 (stereo not given)	98	83	75	102	105	104	97	98	94
CC(C)C(NC(=O)[C@H](C(C)C)N1C(=O)c2ccccc2C1=O)C(=O)O (stereo not given in full)	109	96	94	106	105	104	103	98	90
CNC1=C([N+](=O)[O-])C(c2cccc(Cl)c2Cl)C(C#N)=C(c2ccc[nH]2)O1 (stereo not given)	100	86	85	91	102	104	102	97	100
Nc1nc(SCc2ccccc2)c2ncn(C3CCCCC3)c2n1	94	84	97	64	96	100	101	107	90
O=c1c(-c2ccccc2)c(O)n(-c2ccccc2)c(=S)n1-c1ccccc1	109	115	116	123	102	112	112	96	105
Oc1[nH]c2ccc(Cl)cc2c1/C=c1/cc2c(c(-c3ccc(F)cc3)n1)=Nc1ccccc1-2	55	75	85	88	107	104	101	87	89

Some entries already given with just SF-539 and SNB-19.
Compound,SF-539,SNB-19
Nc1ccc(Oc2ccccc2)c(Cl)c1,92,102
CC(C)NCC(C)(C)NC(Cc1ccccc1)c1ccccc1 (stereo not given),103,96
CCN1CCN(C(=O)[C@]23CCC(C)(C)C[C@@H]2C2=CC[C@@H]4[C@@]5(C)C/C(=C/c6ccncc6)C(=O)C(C)(C)[C@@H]5CC[C@@]4(C)[C@]2(C)CC3)CC1,-96*,-16*
C=CCOC(=O)C1=CNC2=C(C(O)CC(c3ccccc3)C2)C1c1ccc(O)cc1 (stereo not given),98,105

For convenience, 5 of the compounds above.
SMILES	SF-295	CAKI-1	SNB-75	A498	SNB-19	U251	SF-268	SF-539	NCI-H23
O=C(/C=C/c1cn(-c2ccccc2)nc1-c1ccc(Br)cc1)NNC(=O)Nc1ccc(F)cc1	99	79	78	79	98	102	105	98	99
CCc1c(Cl)nc(N)nc1Nc1ccc(Br)cc1	86	·	114	72	101	99	99	91	85
COc1cc(C(=O)NNC(=O)c2cc(OC)c(OC)c(OC)c2)ccc1O	89	·	89	89	89	74	100	102	88
Nc1ccc(Oc2ccccc2)c(Cl)c1	92	100	·	58	102	84	93	92	108
CC(C)NCC(C)(C)NC(Cc1ccccc1)c1ccccc1 (stereo not given)	104	96	100	97	96	92	98	103	93

New compounds follow:
SMILES	SF-295	CAKI-1	SNB-75	A498	SNB-19	U251	SF-268	SF-539	NCI-H23
CCn1cc(-c2ccnc(NCCCNS(=O)(=O)c3ccccc3)c2)c(-c2cccc(O)c2)n1	102	94	95	96	109	84	90	92	97
COc1ccc(NS(=O)(=O)N2CCCCC2)cc1	113	103	115	80	96	111	99	108	106
CCCCCCCCCCCCCCCC1=NCCN1	91	81	83	65	25	16	71	73	72
COc1cc(C(=O)/C=C/c2cc(-c3ccc4c(c3)OCO4)n[nH]2)cc(OC)c1OC	·	66	27	4.5*	33	5.5*	-8.2*	-52*	24
O=C(/C=C/c1ccccc1)CC(=O)c1ccccc1	115	110	91	·	102	72	104	106	95
CCn1c(C)c(C(C)=O)c2c(-c3ccccc3)nc3ccccc3c21	107	94	85	82	95	105	100	97	105
CC(=O)c1ccc2c(N)c(C(=O)Nc3ccc(C(F)(F)F)cc3)sc2n1	38	57	85	126	68	73	85	71	42
COc1ccc(-c2nn(-c3ccc(C(=O)O)cc3)cc2CNc2ccccc2)c(F)c1	93	87	71	84	92	89	100	81	98
O=C1C(c2c[nH]c3ncccc23)=C(c2c[nH]c3ncccc23)C(=O)N1O	102	76	79	96	96	103	97	101	93
CCOC(=O)c1ccc(NC(=O)CS(=O)(=O)c2ccccc2)cc1	102	94	89	104	97	98	99	98	98
Cc1cc2cc(C3C(C#N)=C(N)Oc4n[nH]c(C)c43)c(Cl)nc2cc1C (stereo not given)	111	103	108	·	96	101	93	99	94
COc1ccc([C@H]2[C@H](C(=O)Nc3cccc(C)n3)c3ccccc3C(=O)N2c2ccccc2)cc1	63	89	92	·	93	62	91	108	89

Quoted at random: two entries already listed, in no set order.
SMILES	SF-295	CAKI-1	SNB-75	A498	SNB-19	U251	SF-268	SF-539	NCI-H23
COc1ccc(-c2nn(-c3ccc(C(=O)O)cc3)cc2CNc2ccccc2)c(F)c1	93	87	71	84	92	89	100	81	98
COc1ccc([C@H]2[C@H](C(=O)Nc3cccc(C)n3)c3ccccc3C(=O)N2c2ccccc2)cc1	63	89	92	·	93	62	91	108	89

(listing goes on)
SMILES	SF-295	CAKI-1	SNB-75	A498	SNB-19	U251	SF-268	SF-539	NCI-H23
CC(=O)Nc1ccc(C)c([N+](=O)[O-])c1	98&80	93&102	80&101	123&95	94	103	100&103	97&93	99&105
CC1=C(C(=O)OCc2ccccc2)C(c2cn[nH]c2-c2ccc(OCc3ccccc3)cc2)NC(=S)N1 (stereo not given)	73	86	87	104	90	79	76	97	101
OCC1CCC(O)C(CO)N1 (stereo not given)	91	·	70	92	105	100	106	88	110
Oc1ccc2ccccc2c1Sc1ccc2ccccc2c1	100	83	79	124	101	93	85	99	98
COc1ccc2[nH]c(=O)ccc2c1	104	87	76	94	99	100	93	100	99
CN(C1c2ccccc2Oc2ccccc21)S(=O)(=O)c1cc(Br)ccc1Br	91	85	89	62	96	87	97	89	91
CN1CCc2c(sc3nc4n(-c5ccc(Cl)cc5)c(=O)[nH]n4c(=O)c23)C1	104	93	95	·	109	99	106	100	97
CCCCCCCCCCCCNC(=S)N/N=C/c1cc(Cl)ccc1O	97	81	91	99	94	102	101	110	102
O=Cc1cn(C(c2ccccc2)c2c[nH]c3ccccc23)c2ccccc12 (stereo not given)	105	65	74	119	97	104	97	97	91
CC(=O)c1sc2nc(-c3cnccn3)cc(-c3cccs3)c2c1N	92	78	·	98	94	100	93	95	98
COc1cc(CNC(=O)CCCC/C=C/C(C)C)ccc1OCc1cn(-c2ccc(Cl)c(Cl)c2)nn1	89	94	91	68	96	88	95	105	75
COc1ccc(-c2cc(-c3cc(OC)ccc3OC)nc(N)c2C#N)cc1	65	90	16	·	49	61	40	58	69
O=C(O)c1cn(C2CC2)c2cc(N3CCN(Cc4nnc(-c5ccc(Cl)cc5)o4)CC3)c(F)cc2c1=O	82	·	93	56	65	84	80	88	79
C=CC(=O)OCC(C)(C)[N+](=O)[O-]	102	96	109	101	100	90	100	110	98
Nc1cc(C(=O)c2ccccc2C(=O)O)ccc1Cl	116	104	120	114	117	102	101	107	104
CCCn1cnc2c(c1=N)C(c1ccc(Cl)cc1)c1sc3c(CC)cccc3c1O2 (stereo not given)	-13*	32	-1.6*	-8.2*	23	14	45	-20*	19
CCCCc1cn(CC(=O)Nc2nc3ccccc3s2)nn1	103	87	97	121	101	103	100	94	105
CCOc1c(C=O)cccc1OC	100	92	66	·	103	106	102	95	99
CNC1=C([N+](=O)[O-])C(c2ccccc2O)C(C#N)=C(c2cccs2)O1 (stereo not given)	102	78	84	110	102	91	96	96	99
Nc1nc2ccccc2nc1N	100&118	89&94	81&95	119&84	109&112	102&92	95&101	95&102	92&88
O=C1C(c2ccccc2)C2c3ccccc3-n3c2c2c(c(-c4ccccc4)c3=O)c3ccccc3n21 (stereo not given)	106	88	69	123	103	102	93	99	95
COc1cc(Cn2c(-c3nonc3N)nc3ccccc32)ccc1C	26	46	-0.4*	6.7*	54	22	40	-33*	25
Cc1ccc(C(N)(C(=O)O)c2ccccc2)cc1 (stereo not given)	97	·	87	75	100	95	106	98	100
O=C1Nc2ccc(Cl)cc2/C1=C/c1cccc(OCc2ccccc2)c1	32	35	74	84	44	3.6*	29	35	31
C=C(C)[C@@H]1CC=C2c3sc(Nc4cc(F)ccc4F)nc3C[C@@H](C)[C@]2(C)C1	103	86	88	79	95	96	96	104	106
Fc1nc(F)c2sccc2n1	97	96	92	91	102	·	100	99	98
COc1ccc(C2c3ccc4ccccc4c3Oc3ncn(CCCN(C)C)c(=N)c32)cc1 (stereo not given)	·	99	92	108	100	51	69	86	99
O=[N+]([O-])c1cccc2ccc(N/N=C/c3ccccc3O)nc12	102&104	80	88&68	95&93	108&99	99&94	99&106	101&91	98&72
Nc1c(N=Nc2ccc(-c3ccc(N=Nc4cc(S(=O)(=O)O)c5ccccc5c4N)cc3)cc2)cc(S(=O)(=O)O)c2ccccc12	115	102	99	102	110	118	114	124	101
OC1CN=C(C(c2ccccc2)c2ccccc2)NC1 (stereo not given)	·	110	108	103	114	98	99	87	101
Cc1ccccc1Nc1nnc(-c2c[nH]c3ccccc23)o1	8.7*	29	26	101	41	12	59	-26*	28
O=C(CCN1CCCCCC1)c1ccccc1	105	96	114	104	109	106	114	119	101
O=C(Nc1nc(-c2ccccc2O)cs1)c1ccccc1CN1C(=O)c2ccccc2C1=O	104	71	89	113	93	100	96	104	98
NC(=O)c1c(NC(=O)c2ccc3ccccc3c2)sc2c1CCC(=O)C2	93	16	40	95	46	23	31	25	35
O=C(CCN1CCC2CCC(C2)C1)c1ccc(C(F)(F)F)cc1 (stereo not given)	103	103	108	96	115	107	110	102	116

Source: PubChem (NCI)
